High-throughput results (PubChem)
IDE cell inh = human IDE inhibitors in live cells, primary screen, fluorescence polarization, HEK cells, FAbetaB substrate; Insulin-degrading enzyme (Homo sapiens), P14735; 0.41% of 320,000 active; FAbetaB cleavage; inhibition, % at 5.59 µM;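 active means percent inhibition above the average of all tested compounds plus 3 SD, set per screening campaign, cut at about 16% in these data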;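 further: IDE supplied by intact live HEK cells; FP after avidin binding of uncleaved biotin substrate so inhibition keeps polarization high; 0% = DMSO wells and 100% = 60 µM reference IDE inhibitor Ii1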
Target sequence (P14735 whole entry, looked up): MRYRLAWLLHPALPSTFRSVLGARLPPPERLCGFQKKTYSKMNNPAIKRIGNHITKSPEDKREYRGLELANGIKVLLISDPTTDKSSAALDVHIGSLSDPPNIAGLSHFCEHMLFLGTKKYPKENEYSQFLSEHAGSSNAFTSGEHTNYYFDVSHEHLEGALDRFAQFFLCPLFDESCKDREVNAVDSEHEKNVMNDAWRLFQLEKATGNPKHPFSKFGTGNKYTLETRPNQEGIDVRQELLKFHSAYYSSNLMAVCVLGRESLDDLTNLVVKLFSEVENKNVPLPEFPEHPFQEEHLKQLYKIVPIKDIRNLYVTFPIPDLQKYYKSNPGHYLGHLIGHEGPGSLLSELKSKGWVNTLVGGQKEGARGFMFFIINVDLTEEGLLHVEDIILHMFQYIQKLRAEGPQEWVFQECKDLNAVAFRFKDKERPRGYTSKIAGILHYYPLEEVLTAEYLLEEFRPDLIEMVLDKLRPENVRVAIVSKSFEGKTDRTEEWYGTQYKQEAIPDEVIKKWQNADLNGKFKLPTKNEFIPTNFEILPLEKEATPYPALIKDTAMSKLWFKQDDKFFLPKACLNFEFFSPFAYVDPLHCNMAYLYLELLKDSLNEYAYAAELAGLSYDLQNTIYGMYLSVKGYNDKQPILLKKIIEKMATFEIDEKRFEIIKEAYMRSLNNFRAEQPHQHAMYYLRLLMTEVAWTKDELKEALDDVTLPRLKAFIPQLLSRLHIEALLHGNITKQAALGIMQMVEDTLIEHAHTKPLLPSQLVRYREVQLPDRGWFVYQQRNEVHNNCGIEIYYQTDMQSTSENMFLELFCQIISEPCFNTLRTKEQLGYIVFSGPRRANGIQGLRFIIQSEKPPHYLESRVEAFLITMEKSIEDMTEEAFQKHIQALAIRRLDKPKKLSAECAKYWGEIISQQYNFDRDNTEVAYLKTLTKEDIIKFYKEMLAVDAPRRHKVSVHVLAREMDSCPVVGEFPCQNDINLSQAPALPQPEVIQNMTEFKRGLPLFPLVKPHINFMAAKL
CRFR2-BP antag = antagonists of CRF-BP/CRF-R2 complex, primary screen, cell-based, HEK293, calcium dye fluorescence, uHTS; AID 588475, 2011; 0.59% of 350,000 active; inhibition, % at 11.8 µM; CRF-induced calcium fluorescence;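 active means inhibition of the ligand-induced calcium signal above about 50% at the single tested concentration, limit read from the data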
CHRM4 PAM = human M4 muscarinic receptor positive allosteric modulators, primary screen, CHO-K1 cells, Fluo-8 calcium fluorescence | CHO-K1 hM4/Gqi5, ACh EC20; 0% = ACh EC20, 100% = maximal ACh | activation, % at 3 µM | AID 624126, 2012 | 0.4% of 360,000 active;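 active means activation above its plate's cutoff, the mean activation of sample wells plus 3 SD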; further: some results filed as inactive read as strong as hits
CHRM5 antagonist = human M5 muscarinic receptor antagonists, primary screen, CHO cells, Fluo-8 calcium fluorescence | 0.59% of 360,000 active | CHO-hM5 cells, ACh EC80 | inhibition, % at 3 µM;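 active means inhibition above a per-plate cutoff, the mean of that plate's test compounds plus 3 SD, cut at about 27% in these data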;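 further: 0% = acetylcholine EC80 with DMSO and 100% = DMSO without agonist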
CRFR2-BP ag = agonists of CRF-BP/CRF-R2 complex, primary screen, cell-based, HEK293, calcium dye fluorescence, uHTS; calcium dye fluorescence (FLIPR); percent of saturating CRF peptide response; 0.46% of 350,000 active; activation, % at 13.2 µM;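 active means activation of at least 50%, plus an integration ratio under a set limit after plate pattern correction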;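 further: plate controls were neutral control wells without compound for no effect and CRF at EC100 for full effect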
CHRM5 PAM = human M5 muscarinic receptor positive allosteric modulators, primary screen, CHO-K1 cells, Fluo-8 calcium fluorescence; Muscarinic acetylcholine receptor M5 (Homo sapiens), P08912; CHO-K1 hM5, ACh EC20 PAM; 0% = ACh EC20, 100% = ACh EC100; activation, % at 3 µM; 0.3% of 360,000 active; AID 624038, 2012;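 active means activation above the run cutoff, the mean activation of all test compounds plus 3 SD, cut at about 18% in these data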
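System: CHO-K1 hM5 cells. Reagent: acetylcholine, EC20 level. Compound dosing: single dose, 3 µM nominal final test concentration. Timing: Post-acetylcholine fluorescence recording 140 s. Detection: Fluo-8 calcium fluorescence. Read-out: % activation, ACh-normalized. Benchmarks: ACh EC20 and EC100 wells. Repeats: singlicate, one well per test compound.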
M5 ag = human M5 muscarinic receptor agonists, primary screen, CHO-K1 cells, Fluo-8 calcium fluorescence; 0.19% of 360,000 active; Muscarinic acetylcholine receptor M5 (Homo sapiens), P08912; activation, % at 3 µM; CHO-K1 hM5 cells; 0% DMSO wells, 100% maximal acetylcholine response;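 active means activation above the run's mean over test compounds plus 3 SD, cut at about 23% in these data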;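 further: signal is peak over basal fluorescence ratio across the kinetic read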
CHRM4 agonist = human M4 muscarinic receptor agonists, primary screen, CHO-K1 cells, Fluo-8 calcium fluorescence; Muscarinic acetylcholine receptor M4 (Homo sapiens), P08173; CHO-K1 hM4/Gqi5; vehicle 0%, full acetylcholine response 100%; activation, % at 3 µM; 0.14% of 360,000 active; AID 624127, 2012;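 active means activation above the run mean over all test wells plus 3 SD, cut at about 32% in these data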;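 further: peak over basal fluorescence ratio per well then scaled between controls; 0% = DMSO wells and 100% = acetylcholine at EC100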
M4 antag = human M4 muscarinic receptor antagonists, primary screen, CHO cells, Fluo-8 calcium fluorescence; Muscarinic acetylcholine receptor M4 (Homo sapiens), P08173; CHO-hM4 cells, ACh EC80; inhibition, % at 3 µM; 0.73% of 360,000 active;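 active means inhibition above its plate's cutoff, the mean inhibition of sample wells plus 3 SD, cut at about 27% in these data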;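 further: 0% = acetylcholine EC80 with DMSO and 100% = DMSO without agonist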
Active calls of the source: *; nt = no result given.

1) O=C(/C=C/c1cccc([N+](=O)[O-])c1)N1CCN(Cc2ccc3c(c2)OCO3)CC1
2) COc1ccc(C(=O)CC(=O)C(=O)Nc2cc(OC)c(OC)c(OC)c2)cc1
3) CCCc1nnc(NC(=O)c2c(O)c3c([nH]c2=O)CCCC3)s1
4) CC(C)CC(NC(=O)OC(C)(C)C)C(=O)NCc1ccccc1 (stereo unspecified)
5) C=CCOc1ccc(/C=C/C(=O)OCC(=O)N2CCN(C(C)=O)CC2)cc1
Compound,1,2,3,4,5
IDE cell inh,-1,2,2,-1,10
CRFR2-BP antag,4,-17,6,-3,6
CHRM4 PAM,-6,-1,11,3,8
CHRM5 antagonist,9,8,-3,-2,8
CRFR2-BP ag,0.0,1.1,0.0,1.3,-1.2
CHRM5 PAM,-3,-2,-5,3,1
M5 ag,-4,-1,0,-4,5
CHRM4 agonist,1,1,1,1,4
M4 antag,9,11,6,3,-7

6) O=C1CC(c2ccccc2)CC(O)=C1C=NC1CCCCCC1 (stereo unspecified)
7) CCCCOc1ccc(C(=O)NCC(=O)NC2CCC(C)CC2)cc1 (stereo unspecified)
8) COc1ccc(OCC(=O)c2c(O)c3ccccc3oc2=O)cc1
9) Cc1ccc(-c2nc(NCc3ccco3)n(C(=O)c3ccco3)n2)cc1
10) CCOC(=O)c1[nH]c(C)c(C(=O)OCC(=O)Nc2sc3c(c2C#N)CCCCC3)c1C
Compound,6,7,8,9,10
IDE cell inh,0,8,10,-2,-5
CRFR2-BP antag,-46,-9,2,-29,4
CHRM4 PAM,-9,-4,5,2,-6
CHRM5 antagonist,-4,-1,6,11,4
CRFR2-BP ag,1.4,1.3,-0.4,2.6,0.5
CHRM5 PAM,4,3,-4,4,0
M5 ag,-6,1,2,-4,-2
CHRM4 agonist,1,-1,1,1,0
M4 antag,11,-3,-9,-6,8

5 compounds already listed, arranged by number of heavy atoms, smallest number first:
3) CCCc1nnc(NC(=O)c2c(O)c3c([nH]c2=O)CCCC3)s1
8) COc1ccc(OCC(=O)c2c(O)c3ccccc3oc2=O)cc1
7) CCCCOc1ccc(C(=O)NCC(=O)NC2CCC(C)CC2)cc1 (stereo unspecified)
9) Cc1ccc(-c2nc(NCc3ccco3)n(C(=O)c3ccco3)n2)cc1
10) CCOC(=O)c1[nH]c(C)c(C(=O)OCC(=O)Nc2sc3c(c2C#N)CCCCC3)c1C
Compound,3,8,7,9,10
IDE cell inh,2,10,8,-2,-5
CRFR2-BP antag,6,2,-9,-29,4
CHRM4 PAM,11,5,-4,2,-6
CHRM5 antagonist,-3,6,-1,11,4
CRFR2-BP ag,0.0,-0.4,1.3,2.6,0.5
CHRM5 PAM,-5,-4,3,4,0
M5 ag,0,2,1,-4,-2
CHRM4 agonist,1,1,-1,1,0
M4 antag,6,-9,-3,-6,8

Next compounds follow:
11) COc1ccccc1-c1noc(CCC(=O)Nc2ccccc2Cl)n1
12) CCOc1ccc(CCN2C(=S)N([C@@H](CC(C)C)CN3CCCC3CN3C(=S)NC[C@@H]3Cc3ccc(O)cc3)C[C@@H]2Cc2ccccc2)cc1 (stereo partly specified)
13) O=C(O)c1ccc(NC(=O)c2cccc(NC(=O)c3cccs3)c2)cc1
14) CN(CCc1ccccn1)C(=O)CCC1CCCN(C(=O)c2cscn2)C1 (stereo unspecified)
15) CC(=O)Nc1cccc(C(=O)N/N=C/c2cccc(C)n2)c1
Compound,11,12,13,14,15
IDE cell inh,1,nt,-6,-1,2
CRFR2-BP antag,4,0,0,11,-8
CHRM4 PAM,3,3,8,7,5
CHRM5 antagonist,8,0,-9,1,9
CRFR2-BP ag,-2.7,1.0,-1.4,-0.7,2.6
CHRM5 PAM,-4,-9,8,-5,-2
M5 ag,1,-1,-1,-3,-2
CHRM4 agonist,3,0,0,0,1
M4 antag,-6,-29,-9,-6,-4

16) O=C(O)c1ccc(S(=O)(=O)NCc2cccnc2)cc1
17) COCCC(=O)N1CCC(Oc2ccc(C(=O)NCCSC)cc2)CC1
18) CCOC(=O)c1c(-c2ccc(F)cc2)csc1NC(=O)c1c(-c2ccccc2)noc1C
19) COc1ccc(/C=C/C(=O)OCC(=O)NC2CCCC(C)C2C)c(OC)c1 (stereo unspecified)
20) O=C(O)c1ccc(-c2ccco2)n1Cc1ccccc1
Compound,16,17,18,19,20
IDE cell inh,2,4,1,1,6
CRFR2-BP antag,-6,9,-27,-6,8
CHRM4 PAM,3,-4,-5,15,12
CHRM5 antagonist,10,-12,0,10,-6
CRFR2-BP ag,2.2,-2.4,-1.5,-2.5,0.2
CHRM5 PAM,3,11,-4,0,6
M5 ag,-1,11,0,3,0
CHRM4 agonist,1,-1,0,1,0
M4 antag,-15,7,3,-7,-1

21) COc1ccc(NS(=O)(=O)c2cccc(C(=O)NCC(c3ccccc3OC)N3CCCC3)c2)cc1 (stereo unspecified)
22) C[C@H](O)[C@@H]1C(=O)N2CCc3c([nH]c4ccccc34)[C@@H]2C[C@@H]1N(C)C(=O)c1cc(Cl)cc(Cl)c1
23) OC(COCc1ccccc1)CN1CCc2ccccc2C1 (stereo unspecified)
24) CC(C)c1nc(C#N)c(N2CCOCC2)o1
25) O=C(CCN1C(=O)COc2ccccc21)NCCCN1CCN(c2ccc(F)cc2)CC1
Compound,21,22,23,24,25
IDE cell inh,5,nt,-2,2,-5
CRFR2-BP antag,-12,nt,19,-9,-5
CHRM4 PAM,-10,-3,-4,-4,-4
CHRM5 antagonist,21,-4,2,1,0
CRFR2-BP ag,0.9,nt,-0.3,-1.4,-0.6
CHRM5 PAM,-34,1,1,-3,-2
M5 ag,-10,2,-6,1,-4
CHRM4 agonist,1,3,1,0,3
M4 antag,18,-4,4,7,3

26) CC1(C)CC(=O)C(CC(=O)NC2CCCc3ccccc32)C(=O)C1 (stereo unspecified)
27) O=C(COC(=O)CCS(=O)(=O)c1ccccc1)Nc1cc(S(=O)(=O)N2CCCCC2)ccc1Cl
28) O=C(c1ccc(COc2ccccc2)o1)N1CCN(S(=O)(=O)c2ccccc2Cl)CC1
29) Cn1cnnc1SCC(=O)NC1CCCCCC1
30) CCCCOc1ccc(N(CC(=O)NC(C)C)C(=O)CCC(=O)Nc2ccccn2)cc1
Compound,26,27,28,29,30
IDE cell inh,-9,1,4,-1,9
CRFR2-BP antag,13,2,33,16,24
CHRM4 PAM,5,-5,-9,5,1
CHRM5 antagonist,-7,4,11,1,-9
CRFR2-BP ag,-1.8,0.9,-0.1,1.0,0.3
CHRM5 PAM,7,-6,-20,2,0
M5 ag,-2,4,0,-3,-4
CHRM4 agonist,0,10,14,0,1
M4 antag,-7,-4,11,-3,2

31) Oc1ccccc1N1CCN(C(=S)NCCc2ccccc2)CC1
32) CCCCCC(=O)NNC1CC(=O)N(c2ccccc2)C1=O (stereo unspecified)
33) CCn1c(/N=C/c2ccc(OC)cc2O)nc2ccccc21
34) O=C(NNC(=O)c1cccs1)c1cccnc1
35) O=C(NCCNC(=O)c1ccco1)c1cccc(F)c1
Compound,31,32,33,34,35
IDE cell inh,1,-2,-4,-4,6
CRFR2-BP antag,-5,-8,2,6,3
CHRM4 PAM,-8,6,3,-5,-2
CHRM5 antagonist,8,5,6,10,0
CRFR2-BP ag,0.7,-1.3,0.0,-0.8,-0.5
CHRM5 PAM,-10,3,3,-1,-2
M5 ag,2,1,0,-1,-4
CHRM4 agonist,12,0,1,1,1
M4 antag,7,2,-5,-6,0

36) O=C1C(=O)N(CCCn2ccnc2)C(c2ccc(Br)cc2)/C1=C(\O)c1ccc2c(c1)OCCO2 (stereo unspecified)
37) CC1(C(=O)NS(=O)(=O)Cc2ccccc2C(F)(F)F)CCN1C(=O)Cc1ccsc1 (stereo unspecified)
38) N#CCC(=O)Nc1ccc(C(=O)OCC(=O)NC(=O)Cc2ccccc2)cc1
39) CSCCCNC(=S)Nc1cccc(S(=O)(=O)NC2=NCCC2)c1
40) CC(=O)/C=C(\C)N=Nc1c(O)[nH]c2ccccc12
Compound,36,37,38,39,40
IDE cell inh,-2,nt,5,1,2
CRFR2-BP antag,-6,nt,-9,15,-3
CHRM4 PAM,-1,4,14,2,8
CHRM5 antagonist,0,4,5,18,10
CRFR2-BP ag,-0.4,nt,1.7,-0.2,-0.9
CHRM5 PAM,2,1,2,-2,-4
M5 ag,-4,0,0,-3,0
CHRM4 agonist,0,1,1,0,0
M4 antag,6,-13,3,-5,-4

41) CCc1cc(C(=O)c2ccccc2OC)c(N)s1
42) CCCn1nnc(NC(=O)c2ccc(Br)cc2)n1
43) O=C(O)CN1C(=O)c2cccc3c(Br)ccc1c23
44) CCN(C(=O)COC(=O)/C(=C/c1ccccc1)NC(C)=O)c1c(N)n(Cc2ccccc2)c(=O)[nH]c1=O
45) COC(=O)c1[nH]c2ccccc2c1NS(=O)(=O)c1ccc(F)c(C)c1
Compound,41,42,43,44,45
IDE cell inh,-1,1,8,nt,-4
CRFR2-BP antag,-5,-11,8,-15,16
CHRM4 PAM,6,6,-2,5,-8
CHRM5 antagonist,14,-6,-10,6,3
CRFR2-BP ag,-3.9,-1.0,1.0,2.8,0.0
CHRM5 PAM,1,10,0,4,0
M5 ag,0,0,0,-2,-3
CHRM4 agonist,0,0,0,0,3
M4 antag,6,-6,8,-12,12

46) COCCCn1cc(CN2CC(N3CCN(CCN(C)C)CC3)CS2(=O)=O)nn1 (stereo unspecified)
47) Cc1ccc(N2CC(C(=O)OCC(=O)c3ccc(C)c([N+](=O)[O-])c3)CC2=O)cc1 (stereo unspecified)
48) COc1ccc2[nH]c3c4c(ccc3c2c1)C(=O)C=CC4=O
49) Cc1cc(-c2nnc(SCC(=O)Nc3cccc(C)c3C)n2N)n[nH]1
50) O=C(COC(=O)c1ccc[nH]c1=O)Nc1cc(S(=O)(=O)N2CCCCCC2)ccc1Cl
Compound,46,47,48,49,50
IDE cell inh,nt,0,nt,0,nt
CRFR2-BP antag,nt,2,-26,-18,0
CHRM4 PAM,3,2,5,-6,6
CHRM5 antagonist,1,5,-7,-3,0
CRFR2-BP ag,nt,0.8,0.2,-0.3,-0.6
CHRM5 PAM,7,-2,8,-2,5
M5 ag,4,-3,2,-6,0
CHRM4 agonist,0,1,0,1,1
M4 antag,-7,-1,0,5,-5

51) CC1(C)OC(=O)C(=C2CCCN2)C(=O)O1
52) CCN(CC)CCCCCC(=O)Nc1ccccc1C(=O)Nc1ccccc1
53) O=C(C1CCCCC1)N1CCN(S(=O)(=O)c2cccc([N+](=O)[O-])c2)CC1
54) CC(C)c1nnc(NC(=O)C2CCCO2)s1 (stereo unspecified)
55) N#Cc1c(N)nc2c3c(sc(=N)c2c1N)NC(=O)CC3c1ccccc1Cl (stereo unspecified)
Compound,51,52,53,54,55
IDE cell inh,5,2,-5,10,2
CRFR2-BP antag,0,-3,12,5,-17
CHRM4 PAM,-7,-4,3,-3,1
CHRM5 antagonist,3,4,4,2,0
CRFR2-BP ag,-0.7,-1.3,-1.1,-1.5,0.6
CHRM5 PAM,-4,8,-1,-5,-3
M5 ag,0,-10,0,-3,0
CHRM4 agonist,-1,1,1,0,6
M4 antag,0,-6,-1,7,-11
